Screening data deposited in PubChem by National Center for Advancing Translational Sciences (NCATS).
Abeta rescue = restores growth of yeast expressing A-beta42 peptide. yeast expressing A-beta42, growth rescue, OD600, 48 h; response scale: 0% DMSO, 100% iron-clioquinol control. Potency, µM (series often up to 46.1 µM), without a hit: at the top dose growth rescue, usual class: activators. 410,000 tested, 0.063% active; further: potency means the concentration at half of the fitted maximal effect; nearly all actives have a fitted effect of over 55% in size
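Yeast A-beta toxicity model in growth medium with pinned compounds, 48 h at 30 C; growth read as absorbance at 600 nm. Normalized to FeCl3/clioquinol equimolar mix (positive) and DMSO (negative).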
HepG2 viability = kills HepG2 cells in TGF-b inhibitor counter-screen; HepG2 CAGA-GFP viability, ATP luminescence, 18 h; Potency, µM (highest dose often 46.1 µM), for inactives: top-dose activity change, negative = cytotoxicity, actives largely listed as cytotoxic; 410,000 tested, 0.76% active; AID 588856; further: potency means the concentration at half of the fitted maximal effect; some results filed as inactive show a strong effect at the top dose
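CellTiter-Glo luminescence gave cytotoxicity after 18 hours at 37 degrees C. The cells were HepG2 CAGA-GFP in 1% FBS DMEM, stimulated with 500 pg/mL TGF-beta after compound addition. %Activity was normalised to no-cell wells (complete cell-killing) and DMSO (no toxicity), and curves were fitted and classified.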
Mm-Cpn inhibitor = M. maripaludis TRiC chaperonin inhibition. purified Mm-Cpn ATPase, ADP Transcreener TR-FRET. Potency, µM (series often up to 76.9 µM), for inactives: at the top dose activity, negative = inhibition, most hits filed as inhibitors. 330,000 tested, 0.031% active; further: potency means the concentration at half of the fitted maximal effect; on the % scale 0 is the no-effect control and ±100 the full control effect; nearly all actives have a fitted effect of over 80% in size
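25 nM Mm-CPN + cpd, 10 min 37°C; + 10 uM ATP, 30 min 37°C; buffer 30 mM Tris pH 7.4, 100 mM KCl, 5 mM MgCl2, 1 mM DTT; Transcreener ADP HTRF detection 30 min RT.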
Nrf2 ARE act = activates Nrf2 signaling; AREc32 ARE-luciferase reporter (MCF7-derived line), luminescence, 24 h; Potency, µM (titrated, usually from 46.1 µM), inactives show at the highest dose activation, usual class: activators; 410,000 tested, 0.31% active; further: potency means the concentration at half of the fitted maximal effect; % of control where 0% means no effect; nearly all actives have a fitted effect of over 65% in size
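ARE-driven firefly luciferase activity in AREc32 cells measured after a 24 hr compound exposure at 37 deg C, using Steady-Glo reagent and a 30 min room-temperature hold.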
TGFb SMAD3 inh = TGF-b pathway inhibition. HepG2 CAGA-GFP TGF-b/SMAD3 reporter, GFP fluorescence, 18 h; TGF-beta stimulated, 500 pg/mL final. Potency, µM (top dose mostly 46.1 µM), without a hit: top-dose activity, negative = inhibition, hits mostly inhibitors. 410,000 tested, 1.2% active. AID 588855; further: potency means the concentration at half of the fitted maximal effect; on the % scale 0 is the no-effect control and ±100 the full control effect; nearly all actives have a fitted effect of over 65% in size
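HEPG2 CAGA-GFP cells (1000/well, DMEM with 1% FBS) were pre-incubated 2 h at 37 degrees C, given compound by pin tool, then stimulated with TGF-beta at 500 pg/mL final for 18 h before per-cell GFP fluorescence imaging.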
CCT modulator = changes cytosolic chaperonin activity | purified chaperonin ATPase assay, HTRF ADP detection, 30 min | activity change, % (concentration not given with the values), hits read low | 360,000 tested, 0.3% active; in the data active means activity change below about -30%; further: on the % scale 0 is the no-effect control and ±100 the full control effect
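First, chaperonin was dispensed at 40 nM or 20 nM final depending on batch activity. Next, compounds were pinned at 76 uM and ATP added at 10 uM. After 30 min at 37 °C, ADP detection reagents ran 30 min at ambient temperature.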
Nrf2 inh = inhibitors of Nrf2 signaling; A549 ARE-Fluc reporter, luciferase luminescence, 18-24 h; Potency, µM (series often up to 46 µM), inactives show at the highest dose activity change, negative = inhibition, hits mostly inhibitors; 360,000 tested, 2.1% active; AID 504444; further: potency means the concentration at half of the fitted maximal effect; on the % scale 0 is the no-effect control and ±100 the full control effect; nearly all actives have a fitted effect of over 60% in size
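Nrf2 activity is the BugLite luminescence, read 15 min after reagent at room temperature, following CellTiter-Fluor cytotoxicity readout (30 min, 37C). Compound titrations were applied for 18-24 h to 5000 A549 ARE_Fluc cells/well in 5% FBS OPTI-MEM.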
A549 viability = kills or reduces viability of A549 cells in Nrf2 counter-screen; A549 ARE-Fluc cells, CellTiter-Fluor viability, 18-24 h; Potency, µM (doses to about 46 µM), inactives show top-dose activity change, negative = cytotoxicity, actives largely listed as inhibitors; 390,000 tested, 0.16% active; AID 504648; further: potency means the concentration at half of the fitted maximal effect; on the % scale 0 is the no-effect control and ±100 the full control effect
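Cytotoxicity counterscreen: CellTiter-Fluor fluorescence was measured in A549 ARE_Fluc cells after 18-24 h of compound exposure in a concentration series. The subsequent BugLite luminescent read reports ARE-luciferase activity.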
Akt phos inh = inhibitors of Akt phosphorylation; 360,000 tested, 0.32% active; activity change, % for hits at 50 µM; Neuro2A IGF-stimulated pAkt S473 HTRF, 20 min; hits give low values; in the data active means activity change below about -80%; inconclusive means mostly about -51% to -80%; further: on the % scale 0 is the no-effect control and ±100 the full control effect
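Neuro2A cells (4,500/well, DMEM with 0.5% FBS) were treated with compound at a single 50 µM final concentration, stimulated with 6 nM IGF for 20 min at 37 °C, and lysed. Phospho-Akt Ser473 was read by HTRF as 665/615 ratio ×10^4.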
Numbers without * were called inactive; i = inactive; ? = inconclusive; / = not tested or not shown; & = joins results of further samples. Unless noted, the call rests on the fitted dose curve; in most records, active means well fitted curve in the direction sought with a large enough effect; inconclusive means small, poorly fitted or top-dose-only effect, or another doubt; inactive means no such curve, though single readings can be large; an effect the other way counts as inactive or inconclusive.

SMILES	Abeta rescue	HepG2 viability	Mm-Cpn inhibitor	Nrf2 ARE act	TGFb SMAD3 inh	CCT modulator	Nrf2 inh	A549 viability	Akt phos inh
COc1ccc(C(CNC(=O)CN(C)S(=O)(=O)c2ccc(C)cc2)N2CCCC2)cc1 (stereo not given)	5%	8%	1%	0.5%	9%	-3.1	0%	1%	i
Cc1cccc(N2CCN(C(=O)C3CCC(=O)N(Cc4ccccc4F)C3)CC2)c1C (stereo not given)	6%	-47%	0%	0.8%	?	1.6	-9%	0%	i
CCCc1nc(SCC(=O)Nc2nccs2)c2ccccc2n1	-1%	-15%	-3%	0.1%	2%	-6.0	-10%	-4%	i
CCOc1ncccc1C(=O)NCCN1C(=O)S/C(=C/c2cccs2)C1=O	-17%	-8%	2%	-0.1%	-4%	-1.9	-3%	1%	i
O=C(NCc1ccccc1Cl)c1cc2ccccc2oc1=O	-7%	-2%	0%	-0.3%	-10%	-0.5	1%	4%	i
O=C1CN(S(=O)(=O)c2ccc(F)cc2)CCN1	-3%	-3%	?	-0.8%	-7%	-2.5	-3%	14%	i
COc1cc(SC)ccc1C(=O)Nc1ccc(S(=O)(=O)Nc2nccc(C)n2)cc1	-2%	8%	/	-1.2%	25%	/	/	-1%	/
CC(C)(C)c1cc(CCC(=O)NNC(=O)c2ccncc2)cc(C(C)(C)C)c1O	-10%	-18%	1%	0.2%	-9%	3.2	-19%	11%	i
NC(=O)c1ccsc1NC(=O)COC(=O)c1ccc(Cl)c(N)c1	-20%	-6%	-22%	-0.6%	-8%	-0.5	22%	15%	i
CCCCn1cnc2cc(NC(=O)c3cc(OC)c(OC)c(OC)c3)ccc21	3%	-24%	/	5.6%	4%	/	-16%	4%	/
COCCN(C(=O)COC(=O)C1CC1C)c1c(N)n(Cc2ccccc2)c(=O)[nH]c1=O (stereo not given)	-9%	-10%	2%	-0.6%	?	-1.2	-6%	-15%	i
CCc1nnc(SCc2ccc(OC)cc2)c2cc3sc(C)cc3n12	-9%	-6%	/	-0.7%	-13%	/	-1%	12%	/
CCOc1ccc2nc(N3CCCC(C(=O)NCCc4ccc(C)cc4)C3)sc2c1 (stereo not given)	-15%	-28%	/	4.4%	25%	/	?	2%	/
CCN1C[C@@H]2[C@@H]3C(=O)N(C)C(=O)[C@@H]3[C@](CC)(C1=O)N2C(=O)c1ccc(C)cc1	1%	5%	/	-0.5%	-46%	0.0	-5%	-2%	i
Cc1ccc(NS(=O)(=O)c2cccc3nsnc23)cc1[N+](=O)[O-]	-2%	-3%	2%	0.2%	-1%	-0.3	-26%	1%	i
C/C(=N\NC(=O)c1ccc(OC2OCCOC2Oc2ccc(C(=O)N/N=C(\C)c3ccncc3)cc2)cc1)c1ccncc1 (stereo not given)	-13%	-8%	1%	3.1%	?	1.1	?	-15%	i
Cc1nnsc1Sc1ccccc1C(=O)O	5%	0%	-4%	0.2%	3%	-1.0	2%	-1%	i
C/C=C/c1ccc2c(c1)O[C@H](CN(C)CC1CCOCC1)[C@@H](C)CN([C@H](C)CO)S2(=O)=O	4%	-4%	/	3.3%	5%	0.2	/	/	i
COCCN(C(=O)Cc1cccs1)C(C(=O)NCc1ccc(OC)cc1)c1ccc(C)cc1 (stereo not given)	10%	6%	0%	-0.7%	-2%	-1.1	-19%	-2%	i
CC(C)(C)c1ccc(OCCC(=O)Nc2cccc(S(=O)(=O)N3CCOCC3)c2)cc1	9%	-16%	0%	0.2%	-27%	0.6	?	-6%	i
CC(C)(C)C1CCc2c(sc(NC(=O)c3cccc(Cl)c3)c2C(N)=O)C1 (stereo not given)	3%	-21%	/	0.0%	-16%	/	6%	7%	/
CC(=O)Oc1cccc(N2C(=O)c3cccc4c([N+](=O)[O-])ccc(c34)C2=O)c1	-35%	-14%	-6%	14%	-7%	1.0	?	-4%	i
CCCCn1c(-c2ccc(OC(F)F)cc2)nc2c1c(=O)[nH]c(=O)n2CC(C)C	6%	-6%	1%	0.4%	-19%	0.9	?	-18%	i
COCc1cc(C)nc2sc3c(c12)NC(c1ccccc1C(=O)O)N(c1cccc(C(F)(F)F)c1)C3=O (stereo not given)	-30%	-6%	/	2.8%	2%	/	-1%	5%	/
Cc1ccn2c(C(=O)N/N=C\c3ccc4c(c3)OCO4)c(C)nc2c1	?	-3%	1%	0.9%	-15%	0.9	7%	16%	i
COc1cc(S(=O)(=O)Nc2ccccc2C(=O)N2CCCC2)ccc1NC(C)=O	10%	-40%	-1%	-0.3%	-38%	0.5	3%	-2%	i
COC(=O)c1ccc(OC(=O)c2ccccn2)cc1	2%	-26%	-1%	0.1%	5%	-2.8	-27%	-16%	i
O=C(C1=C(O)C(=O)N(CCN2CCOCC2)C1c1ccncc1)c1ccco1 (stereo not given)	1%	-6%	-1%	0.3%	-14%	1.8	1%	0%	/
COCc1ccc2oc(C(=O)O)cc2c1	11%	-1%	3%	0.8%	-1%	-1.3	18%	7%	i
Cc1ccc(S(=O)(=O)N2[C@@H](c3ccccc3F)C(C(=O)O)=CC[C@H]2c2cccc(Cl)c2)cc1	-8%	-3%	0%	-0.9%	?	-0.5	-19%	-12%	i
O=C(COc1ncnc2sccc12)N1CCN(S(=O)(=O)c2ccc(Cl)cc2)CC1	-7%	-41%	-3%	-0.1%	0%	-3.8	-6%	3%	i
O=C(N/N=C/c1cnc2ccccc2n1)c1cccc(F)c1	-17%	7%	2%	3.1%	-1%	-0.8	23%	-1%	i
O=C(Nc1cccc2ccccc12)c1ccc([N+](=O)[O-])s1	6%	11µM*	-1%	?	8.9µM*	1.1	-19%	1%	i
COc1ccc(C(=O)C2CCCN(C(=O)c3ccc(CSC)o3)C2)cc1F (stereo not given)	9%	3%	1%	2.1%	-16%	-1.1	-14%	0%	i
COc1cccc(-c2nc(CS(=O)(=O)CC(=O)NCCCc3ccccc3)c(C)o2)c1	-4%&-18%	-16%&-17%	-11%	0.0%&-0.2%	?	-0.3	-23%&-14%	0%&-9%	i
CCC(=O)N(Cc1cc2cc(OC)ccc2[nH]c1=O)c1ccc(C)cc1	5%	-40%	0%	6.8%	-29%	-2.4	-19%	1%	i
COC(=O)c1c(C)[nH]c(C(=O)NCCc2ccc(S(N)(=O)=O)cc2)c1C	-21%	6%	1%	0.4%	-3%	-2.3	2%	-1%	i
COCCN1C=C(C(=O)OC)C(c2ccc3c(c2)OCO3)C(C(=O)OC)=C1	2%	0%	1%	-0.8%	-4%	-6.4	5%	-1%	i
C[C@H](CO)N1C[C@H](C)[C@@H](CN(C)C(=O)Nc2ccccc2F)Oc2cc(Br)ccc2S1(=O)=O	-4%	-16%	/	-0.8%	9%	-2.3	/	/	i
CC(=O)Nc1sc(C)c(C)c1C(=O)OC1CCOC1=O (stereo not given)	-3%	-70%	-7%	-0.9%	-12%	-3.3	-7%	-3%	i
COc1ccc(N2CCN(C(=O)CCc3ccc(S(=O)(=O)NC(C)(C)C)cc3)CC2)cc1	1%	-6%	0%	2.7%	?	-1.5	?	1%	i
O=C(c1ccc(F)cc1)C1CCN(Cc2ccccc2F)CC1	3%	-23%	/	-0.4%	-7%	-0.2	/	/	i
COc1ccc(C(=O)c2c3ccccc3[n+]([O-])n2Cc2ccc(C(N)=O)cc2)cc1	-20%	-17%	1%	2.1%	-3%	-1.3	-7%	-24%	i
Cc1ccccc1OCCC(=O)Nc1ccc(S(=O)(=O)N(C)C2CCN(C)CC2)cc1	-5%	-20%	-1%	2.6%	1%	1.2	10%	8%	i
CS(=O)(=O)c1ccc(Sc2nc3ccccc3[nH]2)c([N+](=O)[O-])c1	-2%	-3%	3%	?	?	-0.9	-24%	-7%	i

Structural class, those above containing a furan ring, fused or not
SMILES	Abeta rescue	HepG2 viability	Mm-Cpn inhibitor	Nrf2 ARE act	TGFb SMAD3 inh	CCT modulator	Nrf2 inh	A549 viability	Akt phos inh
O=C(C1=C(O)C(=O)N(CCN2CCOCC2)C1c1ccncc1)c1ccco1 (stereo not given)	1%	-6%	-1%	0.3%	-14%	1.8	1%	0%	/
COCc1ccc2oc(C(=O)O)cc2c1	11%	-1%	3%	0.8%	-1%	-1.3	18%	7%	i
COc1ccc(C(=O)C2CCCN(C(=O)c3ccc(CSC)o3)C2)cc1F (stereo not given)	9%	3%	1%	2.1%	-16%	-1.1	-14%	0%	i

Continued.
SMILES	Abeta rescue	HepG2 viability	Mm-Cpn inhibitor	Nrf2 ARE act	TGFb SMAD3 inh	CCT modulator	Nrf2 inh	A549 viability	Akt phos inh
CCOC(=O)c1ccccc1NC(=O)N1CC(C)Oc2ccc(C)cc21 (stereo not given)	-11%	-27%	/	2.4%	?	/	16%	1%	/
COCC(=O)NC1CCN(CC(=O)Nc2ccccc2[N+](=O)[O-])CC1	0%	-18%	-3%	1.9%	-3%	-1.5	4%	1%	i
O=C(NCCS(=O)(=O)N1CCN(c2ccccc2F)CC1)c1ccc(F)c(F)c1	5%	0%	-1%	-0.4%	-28%	2.7	-2%	0%	i
CCN(CC)c1ccc(NC(=O)c2cnccn2)cc1S(=O)(=O)Nc1ccc(OC)cc1	25%	2%	-1%	0.1%	-20%	-1.1	-11%	-7%	i
COc1ccc(Nc2sc(C(=O)c3ccc(Cl)cc3)c(N)c2C(=O)Nc2ccccc2OC)cc1	14%	-44%	0%	2.9%	?	-0.4	?	-19%	i
Cn1c(CCNC(=O)C2CCCCC2)nc2cc([N+](=O)[O-])ccc21	-3%	-25%	2%	-0.2%	-3%	-1.2	-12%	-2%	i
Nc1ncnc(N(c2ccccc2)C2CCCCC2)c1[N+](=O)[O-]	11%	1%	1%	-0.6%	1%	-0.9	5%	-1%	i
